From PubChem
NADH coupling: inhibition of NAD/NADH coupling enzymes, library profiling | AID 774 | actives 0.02% (n = 65,000) | coupled PK/LDH NADH assays, four targets | IC50, µM (top dose mostly 10 µM), without a hit: top-dose inhibition;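 active = single-dose screening hits from any of four coupled enzyme assays that gave an IC50 when retested across doses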;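 note: the DPM-DC format reads NADH fluorescence rather than 340 nm absorbance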
5HT1a antag: antagonists of human 5-HT1a serotonin receptor. P08908. CHO 5-HT1a Ga15 NFAT-bla reporter, antagonist mode. inhibition, % at 10 µM. actives 0.68% (n = 62,000). AID 612;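 active = inhibition above the mean of all tested compounds plus 3 SD, cut at about 43% in these data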;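 note: receptor stimulated by 5-CT agonist at 100 nM near EC80; beta-lactamase reporter measured by ratiometric fluorescence of a cleavable substrate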
Target sequence (P08908 whole entry, looked up): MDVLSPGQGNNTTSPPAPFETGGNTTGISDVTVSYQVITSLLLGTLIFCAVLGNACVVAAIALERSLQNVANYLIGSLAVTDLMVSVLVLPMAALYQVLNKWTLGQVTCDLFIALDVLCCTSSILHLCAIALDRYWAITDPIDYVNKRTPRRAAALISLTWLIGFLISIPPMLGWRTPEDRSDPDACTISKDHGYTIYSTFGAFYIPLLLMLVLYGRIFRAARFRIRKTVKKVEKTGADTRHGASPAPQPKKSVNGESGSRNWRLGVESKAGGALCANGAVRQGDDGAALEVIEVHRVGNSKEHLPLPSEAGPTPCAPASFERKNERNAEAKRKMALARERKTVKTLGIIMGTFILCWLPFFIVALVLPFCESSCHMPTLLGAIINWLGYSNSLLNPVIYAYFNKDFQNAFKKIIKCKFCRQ
HTR1E antagonist: antagonists of human 5-HT1E serotonin receptor | P28566 | AID 571 | inhibition, % at 6 µM | CHO 5-HT1E Ga15 NFAT-bla reporter, FRET, antagonist | actives 0.99% (n = 65,000);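 active = inhibition above a set limit, the mean inhibition across every tested compound plus 3 SD, cut at about 29% in these data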;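 note: signal is the 460 over 535 nm emission ratio of beta-lactamase substrate; 0% = agonist plus DMSO wells and 100% = wells without agonist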
tolC growth inh: blocks growth of E. coli BW25113 tolC mutant | growth inhibition, % at 10 µM (by protocol) | OD615 | actives 2.2% (n = 65,000);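 active = growth inhibition at or above a cutoff equal to the mean over every tested compound plus 3 SD, cut at about 60% in these data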;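 note: growth measured after 20 h incubation at 37 °C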
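Signal: optical density read at 615 nm; Assay system: E. coli ΔtolC::kan strain BW25113; Times: 20 h incubation with compound, 37 °C; Dosing: 10 µM final, single dose.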
MMP-13 inhibitor: inhibitors of human MMP13; P45452; MMP-13 fTHP FRET cleavage, Mca fluorescence; inhibition, % at 4 µM; actives 0.07% (n = 65,000); AID 570;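 active = inhibition above the mean of compound-free control plate wells plus 3 SD, cut at about 14% in these data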;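 note: 0% = DMSO wells and 100% = wells with reference MMP-13 inhibitor after basal subtraction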
SF1 activator: activators of human nuclear receptor SF-1 | activation, % at 10 µM | Q13285 | AID 522 | CHO-K1 Gal4-SF-1 LBD luciferase reporter; % increase over DMSO SF-1-specific signal | actives 1.9% (n = 65,000);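 active = activation above the mean activation of all tested compounds plus 3 SD, cut at about 50% in these data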
Target sequence (Q13285 whole entry, looked up, the tested form may be a part): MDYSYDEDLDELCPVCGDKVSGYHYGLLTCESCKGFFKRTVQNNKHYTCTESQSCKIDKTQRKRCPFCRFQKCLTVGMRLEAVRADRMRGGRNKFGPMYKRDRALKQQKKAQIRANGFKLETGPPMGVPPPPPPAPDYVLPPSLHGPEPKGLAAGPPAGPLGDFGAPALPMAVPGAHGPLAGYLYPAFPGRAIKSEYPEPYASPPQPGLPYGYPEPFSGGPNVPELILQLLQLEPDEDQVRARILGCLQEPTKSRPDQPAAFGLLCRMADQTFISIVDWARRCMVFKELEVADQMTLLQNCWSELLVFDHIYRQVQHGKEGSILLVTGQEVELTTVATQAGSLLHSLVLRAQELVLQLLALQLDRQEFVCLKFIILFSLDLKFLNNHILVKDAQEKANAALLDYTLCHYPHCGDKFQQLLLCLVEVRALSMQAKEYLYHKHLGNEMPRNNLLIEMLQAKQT
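material = CHO-K1 cells with Gal4–hSF-1 LBD chimera plus Gal4-driven luciferase | compound = 10 µM single point, 1% DMSO | incubation = 20 h compound exposure at 37 °C after 1 h cell settling | measured by = SteadyLite luciferase luminescence | evaluation = percent activation relative to DMSO median and mock-transfected background | control set = DMSO negative control and −SF1 background wells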
RORa activator: activates the human nuclear receptor RORA | activation, % at 10 µM | actives 1.5% (n = 65,000) | CHO-K1 Gal4-RORA LBD luciferase reporter, luminescence; percent increase over mock-subtracted basal signal;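 active = activation above the mean of all tested compounds plus 3 SD, cut at about 49% in these data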;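 note: 0% = DMSO-treated RORA cells and 100% = added signal equal to DMSO minus mock-transfected cells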
5HT1a ag: 5-HT1a (human) receptor agonism | P08908 | CHO 5-HT1a Ga15 NFAT-bla reporter, FRET ratio; 0% basal, 100% maximal reference agonist | activation, % at 10 µM | actives 0.56% (n = 65,000) | AID 567;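 active = activation above the screen-wide mean activation plus 3 SD, cut at about 19% in these data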;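 note: 0% = DMSO wells and 100% = 5-CT at EC100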
5HT1E ag: activates the human 5-HT1E serotonin receptor | P28566 | CHO 5-HT1E Ga15 NFAT-bla reporter, FRET; 0% DMSO wells, 100% control agonist wells | activation, % at 6 µM | actives 0.69% (n = 65,000) | AID 574;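 active = activation above a set limit, the screen-wide mean activation plus 3 SD, cut at about 8.5% in these data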;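 note: 100% = positive control agonist at 1 µM giving full maximal response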
Numbers without * were called inactive; . = no result given; [ ] = remark or other dose.

compound	NADH coupling	5HT1a antag	HTR1E antagonist	tolC growth inh	MMP-13 inhibitor	SF1 activator	RORa activator	5HT1a ag	5HT1E ag
Cc1cccc2cc(C#N)c(SCC(=O)N3CC(=O)Nc4ccccc43)nc12	3%	40	45*	16	-3	-64	-41	-2.3	-0.1
COc1ccc2ccccc2c1C1CC(=O)N2CN(C)CSC2=C1C#N (centres undefined)	13%	28	12	-5	3	-12	-31	-4.2	-0.1
CCOc1ccccc1NC(=O)CCCc1nc2ccccc2c(=O)[nH]1	7%	5	10	0	0	-21	-16	-2.5	-0.6
CN1CCN(C(=O)c2ccc(-c3nn(C)c(=O)c4ccccc34)cc2)CC1	8%	8	7	0	-4	0	3	-0.1	-0.8
O=C(CN1CCN(c2ccccn2)CC1)Nc1ccc(Oc2ccccc2)cc1	2%	-12	-5	30	6	6	-6	-1.2	0.1
COc1cc(OC)c(C2C(C(=O)Nc3ccccc3)=C(C)Nc3ncnn32)cc1OC (centres undefined)	7%	-7	-11	-20	-2	8	-12	-0.9	0.0
Cc1ccc(NS(=O)(=O)c2ccc(NC(=O)C3CCCO3)cc2)cc1 (centres undefined)	4%	-6	8	11	-2	-11	-2	-4.0	-0.2
Cc1csc(/C(C#N)=N/O)n1	7%	-2	3	-13	-1	6	-22	-2.5	-0.1

Other results.
compound	NADH coupling	5HT1a antag	HTR1E antagonist	tolC growth inh	MMP-13 inhibitor	SF1 activator	RORa activator	5HT1a ag	5HT1E ag
Cc1ccc2c(c1)[nH]c1c(N3CCN(Cc4ccc5c(c4)OCO5)CC3)ncnc12	0%	22	-2	47	-2	-22	-1	-1.2	0.1
N#Cc1ccc(CN2CCN(C(=O)c3ccccc3)CC2)c(Cl)c1	5%	18	19	9	-1	2	8	0.9	-1.0
COc1ccc(C2C(C(=O)Nc3ccccn3)=C(C)Nc3ncnn32)c(OC)c1 (centres undefined)	1%	-15	-4	-5	0	2	9	2.1	0.5
CCCCN1CC(O)=C(c2nc3ccccc3[nH]2)C1=N	2%	9	0	1	-2	3	32	-3.4	1.3
CCOc1ccc(C2SCC(=O)N2c2c(C)n(C)n(-c3ccccc3)c2=O)cc1 (centres undefined)	0%	7	-12	-14	4	-10	-2	-2.6	0.6
CCCc1cc(=O)n2[nH]c(-c3ccc(C)cc3)cc2n1	4%	17	3	-10	-23	26	79*	-3.0	0.9
CCOC(=O)N1CCC2(CC1)CC(=O)c1cc(O)ccc1O2	4%	0	-3	-12	4	2	-3	-3.0	-0.5
CCC(Sc1nc(=O)cc(N)n1CCc1ccccc1)C(=O)Nc1cc(C)on1 (centres undefined)	4%	9	5	2	5	-10	-14	-0.9	-0.5

Following part
compound	NADH coupling	5HT1a antag	HTR1E antagonist	tolC growth inh	MMP-13 inhibitor	SF1 activator	RORa activator	5HT1a ag	5HT1E ag
Cc1ccc(N2CC(C(=O)NC3=NCCS3)CC2=O)cc1 (centres undefined)	2%	-6	-9	-3	-1	0	-18	0.7	0.4
O=C1CC(Sc2nnnn2C2CCCCC2)C(=O)N1c1ccccc1 (centres undefined)	3%	44*	23	-7	-1	7	-14	-1.8	0.2
O=c1cc(Nc2ccc3c(c2)OCCO3)[nH]c(=O)n1Cc1ccc(F)cc1	6%	27	5	35	-1	3	4	0.8	-0.3
CCOC(=O)c1c(C)n(C)c2ccc(OCC(N)=O)cc12	4%	-5	-15	1	6	4	-7	-2.5	1.3
CCCCCn1c(=NC(=O)c2ccco2)c(C(=O)OCC)cc2c(=O)n3ccccc3nc21	9%	12	-1	8	-490[fluorescence artefact?]	11	-22	4.4	2.4
N#Cc1ccc(CSc2nnc(-c3cccs3)n2-c2ccccc2)cc1	2%	22	-1	74*	3	1	-1	1.2	0.4
CCS(=O)(=O)Nc1ccc(C(=O)CC2(O)C(=O)Nc3ccccc32)cc1 (centres undefined)	4%	0	-9	-16	-3	-15	-18	-0.8	0.7
C=CCn1c(SCC(=O)Nc2cc3oc4ccccc4c3cc2OC)nnc1-c1cnccn1	4%	-7	5	-6	1	22	18	-1.8	2.0

(listing goes on)
compound	NADH coupling	5HT1a antag	HTR1E antagonist	tolC growth inh	MMP-13 inhibitor	SF1 activator	RORa activator	5HT1a ag	5HT1E ag
CCOC(=O)c1c(NC(=O)c2ccco2)sc2c1CCCC2	9%[fluoresces]	11	0	9	5	-7	-2	-0.2	0.1
CCn1cc(/C=N/O)c(C)n1	0%	.	-5	-7	-2	-3	-14	-2.7	0.4
Cc1ccc2oc(=O)cc(CN3CCC(C)CC3)c2c1	10%	26	20	-1	-2	-3	-5	2.7	-0.4
O=S(=O)(/N=C/N1CCOCC1)c1ccc(Cl)cc1	14%	-3	0	-20	6	1	-8	-1.3	0.7
CCOc1ccc(N2CCCCn3c2nc2c3c(=O)[nH]c(=O)n2C)cc1	2%	-3	-3	-11	3	4	0	-0.4	-0.6
O=C1c2ccccc2NC(c2ccc3c(c2)OCCO3)N1c1ccc2c(c1)OCCO2 (centres undefined)	7%	7	-3	8	-8	14	12	-1.2	-0.1
CC1CCN(C(c2ccccc2)c2nnnn2C(C)(C)C)CC1 (centres undefined)	3%	20	8	13	0	-11	-8	-2.0	-0.1
O=C(CSc1nc2ccccc2[nH]1)N1CCN(c2ccc(F)cc2)CC1	5%	9	-7	20	3	2	3	1.2	0.1

The listing continues.
compound	NADH coupling	5HT1a antag	HTR1E antagonist	tolC growth inh	MMP-13 inhibitor	SF1 activator	RORa activator	5HT1a ag	5HT1E ag
Cc1c(C(=O)NCCCN2CCOCC2)sc2nc(-c3ccc(F)cc3)cn12	12%	-15	9	-12	-3	-2	16	-0.4	0.5
O=C(NCc1cccnc1)c1ccc(CS(=O)(=O)Cc2ccc(Cl)cc2)o1	5%	-1	2	-19	7	-5	0	-2.8	-0.5
S=c1[nH]nc(-c2ccncc2)n1Cc1ccco1	7%	0	0	5	3	16	-25	-0.6	0.0
CCOc1ncccc1C(=O)OCC(=O)N1CC(=O)Nc2ccccc21	1%	1	-8	-8	4	0	-4	-4.7	0.0
COC(=O)c1ccc(NC(=O)CSc2nnc(-c3ccncc3)n2N)cc1	3%	-5	-1	-12	-4	-3	-4	1.5	1.1
CC1(C)Cc2noc(N)c2C(C)(C)N1OC(=O)c1cccs1	3%	2	20	3	-2	16	-16	-2.4	-0.7
Cc1cccc(N(C(=O)CCC(=O)Nc2ccccn2)C(C(=O)NC(C)C)c2ccc(O)cc2)c1 (centres undefined)	6%	-3	-12	2	0	-3	-1	-2.0	0.1
COc1ccc(N2CC(C(=O)Nc3ccccc3C(=O)NCc3ccco3)CC2=O)cc1 (centres undefined)	5%	-8	10	-16	2	-2	-16	-2.2	-0.5

Continued.
compound	NADH coupling	5HT1a antag	HTR1E antagonist	tolC growth inh	MMP-13 inhibitor	SF1 activator	RORa activator	5HT1a ag	5HT1E ag
CC(=O)Cc1nsc(NC(=O)c2csc3c2CCCC3)n1	5%	1	8	25	0	18	25	0.3	-0.5
CCCN1C(=O)c2cc(C(=O)NCCc3cccc(C)c3)ccc2C1O (centres undefined)	2%	9	12	2	2	30	-25	0.3	-0.1
Cc1ccc(CS(=O)(=O)Cc2ccc(C(=O)NCCCN3CCOCC3)o2)cc1	7%	3	2	-21	7	-16	-2	-5.5	0.7
Cc1cc(NC(=O)CSc2nc3ccccc3c(=O)n2C2CCCC2)no1	4%	58*	65*	-17	-2	-29	-8	0.3	0.7
COc1ccccc1OCC(=O)NC1CCCCCC1	5%	-5	-1	-3	-4	12	20	1.3	0.8
CC1(C)Cc2c(c(N3CCCC3)nc3sc4c(N5CCN(CCO)CC5)ncnc4c23)CO1	7%	-6	41*	65*	-12	23	18	5.6	0.9
CCC(Sc1nc2ccccc2c(=O)n1CC1CCCO1)C(=O)NCc1cccnc1 (centres undefined)	3%	-10	-27	-16	0	10	-5	-2.8	0.6
COc1cc2c(cc1OC)C(c1cccs1)NCC2 (centres undefined)	3%	-2	-4	-8	0	13	13	-3.5	-0.1
CN(C)c1nc2ccccc2c(N)c1-c1ccccc1	9%	26	-4	18	2	-12	-16	-3.4	-0.2
CCOC(=O)c1c(C)[nH]c(C(=O)COC(=O)c2oc3ccc(OC)cc3c2C)c1C	11%	-5	-8	-2	-9	-4	-2	-2.0	35*
NC(=O)CN1CCN(c2ccccc2F)CC1	0%	-3	7	-10	6	24	-12	-3.2	-0.1

Ten structures out of the list, arranged by length of the SMILES, descending.
compound	NADH coupling	5HT1a antag	HTR1E antagonist	tolC growth inh	MMP-13 inhibitor	SF1 activator	RORa activator	5HT1a ag	5HT1E ag
Cc1cccc(N(C(=O)CCC(=O)Nc2ccccn2)C(C(=O)NC(C)C)c2ccc(O)cc2)c1 (centres undefined)	6%	-3	-12	2	0	-3	-1	-2.0	0.1
CC1(C)Cc2c(c(N3CCCC3)nc3sc4c(N5CCN(CCO)CC5)ncnc4c23)CO1	7%	-6	41*	65*	-12	23	18	5.6	0.9
CCOC(=O)c1c(C)[nH]c(C(=O)COC(=O)c2oc3ccc(OC)cc3c2C)c1C	11%	-5	-8	-2	-9	-4	-2	-2.0	35*
COc1ccc(N2CC(C(=O)Nc3ccccc3C(=O)NCc3ccco3)CC2=O)cc1 (centres undefined)	5%	-8	10	-16	2	-2	-16	-2.2	-0.5
Cc1ccc(CS(=O)(=O)Cc2ccc(C(=O)NCCCN3CCOCC3)o2)cc1	7%	3	2	-21	7	-16	-2	-5.5	0.7
CCC(Sc1nc2ccccc2c(=O)n1CC1CCCO1)C(=O)NCc1cccnc1 (centres undefined)	3%	-10	-27	-16	0	10	-5	-2.8	0.6
Cc1cc(NC(=O)CSc2nc3ccccc3c(=O)n2C2CCCC2)no1	4%	58*	65*	-17	-2	-29	-8	0.3	0.7
CN(C)c1nc2ccccc2c(N)c1-c1ccccc1	9%	26	-4	18	2	-12	-16	-3.4	-0.2
COc1cc2c(cc1OC)C(c1cccs1)NCC2 (centres undefined)	3%	-2	-4	-8	0	13	13	-3.5	-0.1
NC(=O)CN1CCN(c2ccccc2F)CC1	0%	-3	7	-10	6	24	-12	-3.2	-0.1
